GC-A act – GC-A stimulated cGMP production enhancers – HEK293 GC-A cells, cGMP TR-FRET, EC30 ANP, primary screen; Atrial natriuretic peptide receptor 1 (Homo sapiens), P16066; 0% at EC30 ANP, 100% saturating ANP; activation, % at 10 µM; 0.14% of 370,000 active; in the data active = activation above about 40%
HGIII-sPLA2 inh – human group III sPLA2 inhibitors, primary screen, biochemical, QFRET, BODIPY PC-A2 liposome substrate | QFRET BODIPY PC-A2 liposome hydrolysis, fluorescence | inhibition, % at 12.2 µM | Group 3 secretory phospholipase A2 (Homo sapiens), Q9NZ20 | 0.56% of 370,000 active;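 active = inhibition above mean plus 3 SD of compounds lying within the high and low control bounds, cut at about 19% in these data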;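 note: 0% = median of test compound wells and 100% = no enzyme DMSO wells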
FXN GAA850 act – FXN promoter activators, primary screen, cell-based, luciferase luminescence, HEK293 lucGAA850; HEK293 lucGAA850 FXN promoter luciferase reporter, 24 h; percent of 10 µM SAHA response; activation, % at 6 µM; 0.56% of 360,000 active; AID 540364, 2011;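 active = activation above the average of all compounds screened plus 3 SD, cutoff fixed separately per campaign, cut at about 7.5% in these data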;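 note: 0% = DMSO wells and 100% = 10 µM SAHA wells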
ssDAF-12 act – S. stercoralis DAF-12 nuclear receptor activators, primary screen, cell-based, luminescence, HEK293, GRIP1 co-expression, lit1-tk-luc | 1% of 370,000 active | HEK293 ssDAF-12/GRIP1 lit1-tk-luc reporter; % of 3 µM dafachronic acid response | AID 652126, 2013 | activation, % at 6.8 µM;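 active = activation above the mean over all tested compounds plus 3 SD, cut at about 0.9% in these data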;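 note: 0% = DMSO-only wells and 100% = 3 µM delta7-dafachronic acid wells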
ADAM10 inh – human ADAM10 inhibitors, primary screen, biochemical, QFRET, HTS; recombinant ADAM10, EDANS/DABCYL FRET peptide cleavage, 3 h; 0.62% of 370,000 active; AID 720582, 2013; inhibition, % at 7 µM; Disintegrin and metalloproteinase domain-containing protein 10 (Homo sapiens), O14672;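 active = inhibition above a per-campaign cutoff equal to the mean of compounds falling between control-based bounds plus 3 SD, cut at about 20% in these data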;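 note: 0% = DMSO wells while the 100% control is not disclosed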
SMARCA2 activ – SMARCA2 (BRM) function activators, primary screen, cell-based, luminescence, high throughput. MG213 cells, MMTV-luciferase reporter, dexamethasone, overnight. activation, % at 9.1 µM. 1% of 370,000 active. AID 652017, 2013; in the data active = activation above about 7.8%;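 note: 0% = vehicle wells and 100% = reference activator wells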
DAX1 inh-1 – DAX1 (NR0B1) inhibitors on StAR promoter, primary screen, cell-based, luminescence, SF-1 (NR5A1), full-length DAX-1; HEK293T StAR-luciferase reporter, SF-1/DAX-1 repression relief; inhibition, % at 6.8 µM; 1.1% of 370,000 active; AID 652010, 2013;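 active = inhibition above the mean over all tested compounds plus 3 SD, cut at about 3.6% in these data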;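 note: 0% = DAX-1 cells with DMSO and 100% = cells lacking DAX-1 with DMSO; higher inhibition means more luminescence from relief of DAX-1 repression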
DAX1 inh-2 – DAX1 (NR0B1) inhibitors, primary screen, cell-based, HEK293, Gal4-DAX1, luciferase luminescence | Nuclear receptor subfamily 0 group B member 1 (Homo sapiens), P51843 | HEK293 Gal4-DAX1 luciferase reporter | inhibition, % at 6.75 µM | 0.99% of 340,000 active | AID 504766, 2011;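 active = inhibition above the mean over all tested compounds plus 3 SD, cut at about 4.2% in these data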;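 note: 0% = DAX1-transfected cells with DMSO and 100% = empty-vector control cells with DMSO; inhibition shows as a rise in luminescence from relieved DAX1 repression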
GC-B act – human GC-B receptor activators, primary screen, HEK293 GC-B cells, cGMP TR-FRET, EC30 CNP. Atrial natriuretic peptide receptor 2 (Homo sapiens), P20594. 0% at EC30 CNP, 100% saturating CNP. activation, % at 10 µM. 0.11% of 370,000 active. AID 1920062, 2024;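 active = activation at 10 µM reaching about 35% in either raw or pattern-adjusted values, limit read from the data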
Target sequence (P20594 whole entry, looked up): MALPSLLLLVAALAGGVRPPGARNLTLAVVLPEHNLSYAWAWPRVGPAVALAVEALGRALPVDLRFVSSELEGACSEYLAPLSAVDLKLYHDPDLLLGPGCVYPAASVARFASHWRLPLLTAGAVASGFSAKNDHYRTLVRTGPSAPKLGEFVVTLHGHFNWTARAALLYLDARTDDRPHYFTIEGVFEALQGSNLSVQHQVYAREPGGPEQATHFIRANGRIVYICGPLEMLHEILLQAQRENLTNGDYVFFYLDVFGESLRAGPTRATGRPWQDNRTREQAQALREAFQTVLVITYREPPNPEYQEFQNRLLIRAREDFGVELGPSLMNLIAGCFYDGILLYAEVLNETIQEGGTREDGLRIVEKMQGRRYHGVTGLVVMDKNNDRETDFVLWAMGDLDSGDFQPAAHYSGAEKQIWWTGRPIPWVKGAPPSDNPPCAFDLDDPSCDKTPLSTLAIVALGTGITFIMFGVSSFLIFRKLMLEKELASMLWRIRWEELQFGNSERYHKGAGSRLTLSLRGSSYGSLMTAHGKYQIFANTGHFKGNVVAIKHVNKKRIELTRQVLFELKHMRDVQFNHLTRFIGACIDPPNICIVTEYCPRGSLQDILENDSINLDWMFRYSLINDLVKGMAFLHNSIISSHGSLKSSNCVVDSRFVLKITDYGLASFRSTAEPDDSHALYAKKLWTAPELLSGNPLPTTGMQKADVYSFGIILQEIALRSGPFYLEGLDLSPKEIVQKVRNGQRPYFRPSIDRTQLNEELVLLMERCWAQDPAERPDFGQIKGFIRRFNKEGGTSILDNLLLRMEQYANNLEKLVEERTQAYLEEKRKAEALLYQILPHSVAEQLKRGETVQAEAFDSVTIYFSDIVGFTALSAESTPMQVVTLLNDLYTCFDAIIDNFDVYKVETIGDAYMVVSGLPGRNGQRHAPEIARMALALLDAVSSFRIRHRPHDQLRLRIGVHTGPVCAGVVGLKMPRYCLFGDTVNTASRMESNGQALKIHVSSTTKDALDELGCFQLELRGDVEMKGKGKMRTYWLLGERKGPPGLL
hcDAF-12 act – H. contortus DAF-12 nuclear receptor activators, primary screen, cell-based, luminescence, HEK293, lit1-tk-luc reporter; HEK293 hcDAF-12 lit1-tk-luc reporter; 0% DMSO, 100% Δ7-dafachronic acid; activation, % at 6.8 µM; 1.4% of 370,000 active;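 active = activation above the mean of all tested compounds plus 3 SD, cut at about 5.5% in these data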;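 note: 100% = response to 3 µM Δ7-dafachronic acid high control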
hgDAF12 agonist – H. glycines DAF-12 receptor agonists, primary screen, cell-based, luminescence, HEK293, GAL4 fusion, UAS-luciferase | Nuclear hormone receptor DAF-12 (Heterodera glycines), GAL4 fusion | HEK293 GAL4-hgDAF12 UAS-luciferase reporter, agonist luminescence; normalized to butyrate control | activation, % at 6.8 µM | 1.8% of 370,000 active;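 active = activation above a cutoff set at the mean of all screened compounds plus 3 SD, cut at about 10% in these data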;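 note: 0% = DMSO wells and 100% = sodium butyrate wells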
Numbers without * were called inactive; i = inactive; nt = not tested or not shown.

Values in the order: GC-A act | HGIII-sPLA2 inh | FXN GAA850 act | ssDAF-12 act | ADAM10 inh | SMARCA2 activ | DAX1 inh-1 | DAX1 inh-2 | GC-B act | hcDAF-12 act | hgDAF12 agonist
1) N/C(=N\c1nc2c(c(=O)[nH]1)CCC2)Nc1ccccc1
    -2 | 0 | 2.3 | -0.8 | -8 | 0 | 0.7 | -0.8 | -3 | -0.9 | -0.7
2) NS(=O)(=O)c1cccnc1Nc1ccc(Cl)c(Cl)c1
    3 | -12 | 0.3 | -0.1 | 6 | 0 | -0.1 | -0.3 | -11 | 1.2 | 0.9
3) CC1CCN(c2ccc3nnc(CCC(=O)NCCCOC(C)C)n3n2)CC1
    -6 | -6 | 1.7 | -1.1 | -2 | -1 | 0.0 | 1.3 | 0 | 0.5 | 0.6
4) CC(=O)c1cccc(NC(=O)N2CCC(C(=O)c3ccc(F)cc3)CC2)c1
    -3 | 1 | -0.1 | -1.3 | 3 | -3 | -0.4 | -1.0 | -5 | -2.2 | 1.0
5) C[C@H](CO)N1C[C@H](C)[C@@H](CN(C)C(=O)CCC(F)(F)F)OCc2cn(nn2)CCCC1=O
    3 | 11 | nt | -0.2 | 5 | 8.4* | -0.1 | nt | -4 | -0.3 | -1.2
6) COc1ccc(C(=O)CCS(=O)(=O)c2ccc(C)cc2)cc1OC
    1 | 1 | 0.1 | -0.7 | -2 | 3 | -0.3 | 0.5 | -1 | -0.9 | -2.1
7) C[N+]1(CC(=O)OCCCc2ccccc2)CCOCC1
    -2 | 0 | 2.4 | -1.1 | 2 | 0 | 0.2 | -0.4 | 1 | -2.2 | 0.0
8) COc1ccc(C(=O)NCC(=O)OCC(=O)c2ccccc2Br)cc1OC
    3 | 6 | 0.3 | -0.5 | -9 | -4 | -0.3 | 2.3 | 6 | -1.1 | 2.3
9) Cc1cc(=O)oc2cc(OCC(=O)N3CCCC(C)C3)ccc12 (stereo not given)
    -6 | 9 | -1.5 | -0.9 | -161 | 0 | 0.3 | 0.4 | 6 | -1.5 | -0.7
10) Cc1ccc(N=Cc2c(O)n(-c3nccs3)c(=O)c3ccccc23)cc1
    -1 | 5 | -1.9 | -1.2 | -14 | -2 | -0.3 | -0.1 | -3 | -2.0 | -0.2
11) O=C(O)c1cccc(NC(=O)c2cccc(S(=O)(=O)N3CCc4ccccc43)c2)c1
    -1 | -1 | 1.7 | -0.7 | -7 | -2 | -1.1 | 4.6* | 2 | -2.0 | -1.8
12) CCN1CCN(C(=O)CCc2nnc3ccc(N4CCC5(CC4)OCCO5)nn23)CC1
    4 | 2 | 2.4 | -1.0 | -13 | -1 | 0.1 | 0.3 | 5 | 0.1 | 7.5
13) CCc1ccc(NC(=O)c2ccc(Cn3cc([N+](=O)[O-])cn3)cc2)cc1
    -4 | -5 | 3.1 | -1.6 | -6 | -1 | -0.3 | -1.8 | 1 | -2.4 | 7.0
14) O=C(COc1ccc(-c2nnco2)cc1)NC1CCS(=O)(=O)C1 (stereo not given)
    2 | 10 | 0.2 | -1.1 | -12 | -1 | -1.5 | 0.6 | 2 | -0.7 | 2.3
15) CN(C)c1ccc(C=NNc2nc3c([nH]2)c(=O)n(C)c(=O)n3C)cc1
    -17 | 7 | -0.3 | -1.1 | -40 | -3 | -1.0 | -0.1 | -11 | -0.7 | -1.2
16) COc1ccc(-c2nnnn2-c2ccccc2OC)cc1
    -1 | 2 | 0.1 | -1.2 | 2 | 2 | -1.9 | 2.6 | -6 | -2.3 | 2.6
17) O=C(Cn1nnc(-c2ccccc2F)n1)Nc1ccc(Cl)c(Cl)c1
    0 | -1 | nt | -0.7 | -2 | -3 | 0.3 | nt | -7 | -0.8 | 2.7
18) C/C(=N\NC(=O)c1nnn(-c2nonc2N)c1CN1CCc2ccccc21)c1ccccc1O
    6 | 8 | 1.3 | -0.8 | -6 | -5 | -0.2 | 0.2 | 1 | 5.6* | 0.0
19) Cc1cnc(C(=O)OCC(=O)Nc2ccc(Cl)cc2)cn1
    3 | -4 | -0.6 | 0.3 | 10 | -4 | -0.6 | 1.4 | -5 | 0.2 | 0.6
20) c1cc2ccc3ccc(CN4CCOCC4)c4ccc(c1)c2c34
    -5 | 0 | -0.1 | -1.7 | -43 | 3 | 1.3 | 0.2 | 1 | -1.0 | 2.3
21) O=c1oc2ccccc2c(NCCc2ccccc2)c1[N+](=O)[O-]
    -5 | -7 | -1.4 | -1.8 | 8 | -2 | 0.0 | -1.6 | 2 | -1.1 | 0.8
22) CCCCNC(=O)Nc1cnn(CC)c1C(N)=O
    -4 | 2 | 0.2 | -1.1 | 0 | 0 | 0.8 | -0.2 | 7 | 0.3 | 4.9
23) Cc1cccc2cc(C#N)c(NCCNS(=O)(=O)c3ccc4c(c3)OCCO4)nc12
    -4 | -34 | 2.3 | -1.6 | -210 | -1 | -0.8 | 1.6 | -3 | -2.4 | 0.4
24) Cn1c(-c2ccc(C(C)(C)C)cc2)n[nH]c1=S
    10 | 15 | 3.2 | -0.6 | -19 | 4 | 0.3 | -0.6 | -7 | 0.3 | 1.5
25) COC(=O)N/N=C\c1cc(Br)ccc1OCc1ccccc1
    -3 | 9 | 6.0 | -2.1 | 0 | -2 | -1.3 | 0.5 | 2 | -0.6 | 0.7
26) Cn1c(=O)oc2cc(S(=O)(=O)Nc3cccc(C(=O)O)c3)ccc21
    -1 | 0 | 0.2 | -1.2 | -11 | 0 | 0.1 | -0.8 | -4 | 0.0 | 0.1
27) O=C(O)CCCC(=O)N1CCN(c2nc(-c3ccccc3Cl)c3cc(Br)ccc3n2)CC1
    11 | -1 | 1.1 | -0.8 | -15 | 0 | 0.0 | -0.7 | 10 | -1.1 | -2.5
28) Cc1cccc(OCC(=O)N/N=C/c2sc(=O)n(Cc3cccc(C(=O)O)c3)c2Cl)c1
    -2 | -17 | 3.0 | -1.9 | -3 | -3 | 0.4 | 3.3 | -5 | 0.1 | 1.4
29) O=C(COc1coc(CN2CCN(c3ccccc3F)CC2)cc1=O)NCC1CCCO1 (stereo not given)
    2 | 4 | 1.1 | -0.9 | -6 | -2 | 0.7 | -1.5 | 4 | 0.2 | -1.2
30) O=S(=O)(c1ccccc1)N1CCCC1c1cccs1 (stereo not given)
    0 | -2 | -1.1 | -2.1 | 5 | -3 | -0.2 | -0.1 | 0 | -1.7 | 0.4
31) Cc1cc(OCc2nc(-c3ccncc3)no2)cc(C)c1Cl
    -9 | 1 | 1.9 | -1.3 | 4 | 1 | -0.6 | -1.2 | -12 | -1.2 | 0.8
32) C=CCNc1nc(N)c(C(=C(C#N)C#N)c2ccccc2)s1
    9 | -7 | -0.5 | -1.6 | i | 0 | -1.7 | -1.0 | -3 | -2.9 | -2.3
33) CN(C)c1nc(Oc2ccc(/C=N/O)cc2)nc(N(C)C)n1
    -11 | -7 | 2.3 | -1.4 | -3 | -4 | 0.4 | 0.5 | -16 | 1.4 | -2.2
34) O=C(CN1C(=O)c2ccccc2C1=O)NCc1ccc(F)cc1
    0 | 4 | 1.0 | -0.5 | -4 | -2 | -0.1 | 0.0 | 2 | -0.3 | -2.3
35) C=C[C@@]1(C)CC(=O)[C@]2(O)[C@@]3(C)[C@@H](O)CCC(C)(C)[C@@H]3[C@H](O)[C@H](OC(C)=O)[C@@]2(C)O1
    4 | 3 | 16* | -1.6 | 6 | 21* | 9.6* | 0.7 | -2 | -4.6 | -11
36) CC1=C(C(=O)OC2CCCCC2)C(c2ccco2)n2ncnc2N1 (stereo not given)
    -2 | -7 | 1.0 | -1.0 | -5 | -1 | 0.0 | 0.0 | -3 | -1.8 | -3.7
37) C/C(CC(=O)NCCc1ccccc1)=N\NC(=O)COc1ccc(Br)cc1
    2 | -2 | 1.1 | -1.3 | -2 | 1 | -0.4 | -1.3 | -1 | 2.1 | 3.4
38) CCOC(=O)CSc1ccc(-c2nc3cc(C)c(C)cc3[nH]2)cn1
    6 | 1 | -2.0 | -1.6 | -235 | -1 | 0.5 | 0.2 | 17 | -0.9 | 2.8
39) Cc1ccc(C)c(N(C(=O)Cn2nnc(-c3cccs3)n2)C(C(=O)NC2CC2)c2ccc(C)o2)c1 (stereo not given)
    -19 | -1 | 1.3 | -1.3 | -2 | 2 | 0.2 | -0.4 | -3 | 2.0 | 3.7
40) Cn1ncc(Br)c1C(=O)NC(=S)N1CCN(c2ccccn2)CC1
    0 | -4 | 0.1 | -0.7 | -3 | -1 | 0.2 | 3.1 | -1 | 0.3 | -0.5
41) COC(=O)c1c(N2C(=O)CC(Sc3ccccc3C(=O)O)C2=O)sc(C)c1C (stereo not given)
    4 | -5 | 3.2 | -0.7 | -8 | -2 | -0.2 | 0.0 | -1 | -1.3 | 1.1
42) Cn1c(NNC(=O)c2cccc3ccccc23)cc(=O)n(C)c1=O
    1 | 0 | -0.2 | -1.1 | -5 | 2 | -0.2 | 0.1 | 0 | -0.2 | 1.8
43) c1ccc(COc2ncnc3c2ncn3CCCN2CCN(Cc3cccc4ccccc34)CC2)cc1
    -8 | -17 | -2.9 | -1.0 | 11 | -5 | -4.1 | 0.7 | -1 | -1.6 | -4.9
44) COCC(=O)N(Cc1cc2ccccc2[nH]c1=O)c1ccc(OC)cc1
    -4 | 1 | -1.4 | -0.5 | -2 | -1 | 0.5 | -0.3 | -10 | -0.3 | 1.7
45) CCn1nc(NS(=O)(=O)c2ccccc2)c2cc3cc(C)ccc3nc21
    -1 | 8 | 3.1 | -1.1 | -10 | -1 | 0.7 | 0.2 | -2 | 0.7 | -0.6
46) O=C(c1cccc(S(=O)(=O)N2CCc3ccccc3C2)c1)N1CCN(c2ccc(O)cc2)CC1
    1 | -16 | 3.0 | -1.0 | 8 | -2 | -1.1 | -0.8 | -1 | -3.7 | -5.7
47) COc1ccc(CNC(=O)C2CCCN(S(=O)(=O)c3c(C)noc3/C=C/N(C)C)C2)cc1 (stereo not given)
    -2 | -1 | -0.6 | -1.6 | 8 | -2 | 0.0 | 0.6 | 0 | -2.8 | -0.2

From PubChem BioAssay
